Screening results deposited in PubChem by several laboratories.
Hck Nef HTS: inhibitors of human Hck kinase activated by Nef; Recombinant Hck-YEEI plus Nef, Z-Lyte FRET kinase assay; inhibition, % at 20 µM; 220,000 compounds, 0.68% hits; AID 463187;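 active means Hck-Nef kinase inhibition above about 50%, limit read from the data; inactive means inhibition below that limit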;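 further: 0% = DMSO with Hck plus Nef and 100% = Hck alone without Nef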
Target sequence (P08631 whole entry, looked up): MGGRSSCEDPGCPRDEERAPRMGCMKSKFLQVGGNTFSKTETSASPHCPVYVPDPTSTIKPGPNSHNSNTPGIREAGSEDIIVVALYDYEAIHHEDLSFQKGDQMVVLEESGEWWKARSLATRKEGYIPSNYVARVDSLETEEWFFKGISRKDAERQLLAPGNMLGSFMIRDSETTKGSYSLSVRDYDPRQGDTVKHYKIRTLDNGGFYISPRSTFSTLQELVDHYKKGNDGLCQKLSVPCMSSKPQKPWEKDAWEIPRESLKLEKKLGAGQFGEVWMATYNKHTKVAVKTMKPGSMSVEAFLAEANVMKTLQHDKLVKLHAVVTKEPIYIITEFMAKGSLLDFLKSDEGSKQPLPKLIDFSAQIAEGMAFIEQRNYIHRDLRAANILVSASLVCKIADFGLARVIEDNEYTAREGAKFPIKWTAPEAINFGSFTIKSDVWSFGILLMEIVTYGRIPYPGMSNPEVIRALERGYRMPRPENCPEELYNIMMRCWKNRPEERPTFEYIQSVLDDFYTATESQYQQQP
EP2 modulator: modulators of human EP2 prostaglandin E2 receptor; induction, % at 25 µM; 260,000 compounds, 0.83% hits; EP2-expressing cells, cAMP HTRF FRET, PGE2 co-stimulation;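 active means compounds whose cAMP rise, as percent of the full-agonist control response, exceeds 60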;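 further: rat C6 glioma line stably carrying human EP2 under a CMV promoter; the protocol text gives 20 µM as final concentration; 100% = response of wells given 1 µM PGE2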
Target sequence (P43116 whole entry, looked up): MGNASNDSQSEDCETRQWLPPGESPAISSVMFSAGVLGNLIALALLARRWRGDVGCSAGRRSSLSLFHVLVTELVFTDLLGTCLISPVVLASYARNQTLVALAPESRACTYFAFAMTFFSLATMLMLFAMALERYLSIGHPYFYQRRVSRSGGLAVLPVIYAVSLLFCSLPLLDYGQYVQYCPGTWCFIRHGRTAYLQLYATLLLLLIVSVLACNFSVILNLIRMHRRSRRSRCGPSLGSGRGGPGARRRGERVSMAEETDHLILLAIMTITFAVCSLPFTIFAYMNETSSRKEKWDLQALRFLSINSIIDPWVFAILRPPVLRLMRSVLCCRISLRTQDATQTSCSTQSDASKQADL
Runt-SMMHC FRET: blocks binding of human RUNX1 Runt domain to CBFb-SMMHC; 220,000 compounds, 0.74% hits; inhibition, % at 20 µM; Cerulean-Runt/Venus-CBFb-SMMHC FRET ratio 530/480, 1 h; Q01196+Q13951;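 active means mean inhibition across duplicate retests at 20 µM reaching about 50%, limit read from the data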;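 further: 0% = DMSO wells and 100% = wells with excess untagged CBFb-SMMHC; inhibitors lower the FRET ratio by blocking Runt binding to CBFb-SMMHC; some results filed as inactive read as strong as hits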
RBBP9 inh: human RBBP9 hydrolase inhibition. recombinant RBBP9, FP-Rh probe fluorescence polarization. inhibition, % at 7.94 µM. 220,000 compounds, 0.2% hits. AID 1515;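 active means inhibition above the campaign mean of all tested compounds plus 3 SD, cut at about 14% in these data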;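 further: plate controls were DMSO wells with RBBP9 for no effect and wells lacking RBBP9 protein for full effect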
Target sequence (O75884 whole entry, looked up): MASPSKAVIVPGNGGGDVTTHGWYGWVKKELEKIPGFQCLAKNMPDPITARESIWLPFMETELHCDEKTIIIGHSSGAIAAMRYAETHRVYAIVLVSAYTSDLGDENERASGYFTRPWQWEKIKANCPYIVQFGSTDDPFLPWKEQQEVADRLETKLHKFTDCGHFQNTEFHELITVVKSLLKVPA
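System: RBBP9 protein / Quantity: 2.5 µM RBBP9 dispensing solution, before mixing / Also added: Serine-hydrolase probe FP-Rh, 375 nM pre-mixing / Dosing: 7.94 µM single dose, 0.794% DMSO / Timing: enzyme-compound preincubation 30 min, then probe labeling 45 min, 25 °C / Signal: FP readout at 525/598 nm / Controls: DMSO-treated enzyme wells and wells lacking RBBP9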
PGE2 EP2 inh: EP2 receptor (human) inhibition | P43116 | C6 glioma cells expressing human EP2, cAMP TR-FRET; cells stimulated with saturating PGE2 | inhibition, % at 25 µM | 260,000 compounds, 0.52% hits;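 active means percent inhibition above 40 after rounding to a whole number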;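 further: rat C6 glioma host cells with rolipram phosphodiesterase inhibitor present; the protocol text gives 20 µM as final concentration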
TNF necrop inh: blocks TNF-alpha induced death of Jurkat FADD-/- cells; Jurkat FADD-/- TNF necroptosis rescue, ATP luminescence, 24 h; 0 = TNF only, 100 = no-TNF cells; activation (protection from cell death), % at 10 µM; 220,000 compounds, 0.068% hits;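 active means activation, meaning protection from cell death, of at least 50% relative to plate controls; inactive means activation below 50%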;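 further: necroptosis triggered by 40 ng/mL TNF-alpha added together with compound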
Runt-CBFb FRET: blocks binding of human RUNX1 Runt domain to CBFb | Q01196+Q13951 | Cerulean-Runt/Venus-CBFb FRET ratio 530/480, 1 h | inhibition, % at 20 µM | 220,000 compounds, 0.46% hits | AID 1496;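 active means inhibition over about 50% at 20 µM in the single-dose screen, limit read from the data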;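 further: 0% = DMSO wells and 100% = excess unlabeled CBFb competitor control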
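Doses: 20 µM compound in 1% DMSO | Material: Cerulean-labeled Runt domain protein | Amount: Each fluorescent fusion protein 100 nM | Schedule: Two 1 h room-temperature incubations shielded from light | Measured by: FRET fluorescence | Evaluation: Loss of energy transfer signal | Controls: Unlabeled CBFb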
PERK inhibitor: blocks human PERK kinase. Q9NZJ5. CHO PERK-DD fusion, SEAP luminescence translation reporter. inhibition, % at 5.6 µM. 220,000 compounds, 0.17% hits. AID 1416;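 active means inhibition above the mean inhibition of all tested compounds plus 3 SD, set separately per screening campaign, cut at about 2.9% in these data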;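 further: PERK kinase domain activated by AP20187 dimerizer at 100 nM; 0% = DMSO with dimerizer and 100% = rapamycin at 8.4 µM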
zVAD death inh: blocks zVAD induced death of L929 cells | 220,000 compounds, 0.38% hits | L929 zVAD necroptosis rescue, ATP luminescence, 24 h; with zVAD 60 µM | viability rescue, % at 10 µM;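 active means activation, scaled between plate controls, above about 75%, limit read from the data; inactive means activation under that limit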;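 further: 0% = zVAD with DMSO and 100% = DMSO alone without zVAD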
Active calls of the source: *; nt = not tested or not shown; & = joins results of further samples. The list is partial, so the mix of outcomes need not match the whole.

SMILES | Hck Nef HTS | EP2 modulator | Runt-SMMHC FRET | RBBP9 inh | PGE2 EP2 inh | TNF necrop inh | Runt-CBFb FRET | PERK inhibitor | zVAD death inh
COc1cc2[nH]c(=S)nc(Nc3ccc(NC(C)=O)cc3)c2cc1OC | 30 | 20 | 16 | 29* | 7 | 1.2 | 35 | 0.9 | 2.4
CSc1ccc(OC2CCCCC2NS(=O)(=O)c2ccc(Cl)cc2)cc1 (stereo unspecified) | 0 | -28 | 2 | -5 | 11 | 2.0 | -1 | -0.6 | 0.4
COc1cc(/C=N/N2C(=O)C3C4c5ccccc5C(c5ccccc54)C3C2=O)ccc1O (stereo unspecified) | 1 | 25 | -2 | -8 | 5 | -2.8 | 1 | -0.4 | -0.8
COc1ccc(CCN2C(=O)C3C(C2=O)C2C=CC3C23CC3)cc1OC (stereo unspecified) | 17 | 1 | -7 | -3 | 5 | 1.6 | -2 | 0.3 | 0.2
O=C(Cn1c(-c2ccccc2)c[n+]2ccsc12)c1ccccc1 | 19 | 4 | 5 | 1 | 7 | -1.1 | 0 | 0.4 | 0.5
CCOc1ccccc1CN1CCN(CC2=Cc3cc(OC)ccc3OC2)CC1CCO (stereo unspecified) | -6 | 4 | -3 | -5 | 6 | 5.2 | -3 | -1.7 | 0.2
O=S(=O)(Nc1ccccn1)c1cccs1 | 17 | 14 | 2 | -2 | 7 | 0.1 | -2 | 1.0 | 2.3
CC1CC(C)CN(c2ccc(C(=O)OCC(=O)NC3CCCc4ccccc43)cc2[N+](=O)[O-])C1 (stereo unspecified) | -2 | 3 | 0 | -5 | 5 | 0.1 | -4 | 1.6 | 0.3
COc1ccc(C2CC(c3ccc4ccccc4c3)=NN2C(=O)CN2CCC(C(N)=O)CC2)cc1 (stereo unspecified) | -6 | -23 | 1 | 1 | 1 | -0.6 | 0 | -0.8 | -0.6
C/C=C(\C)CN1CCCC(CO)(Cc2ccccc2)C1 (stereo unspecified) | 27 | 31 | -1 | -7 | 8 | 2.4 | 2 | 0.1 | 0.3
O=C(COC(=O)c1cncc(Br)c1)NCc1ccccc1 | 20 | -3 | -3 | -7 | 7 | -0.1 | 0 | 2.4 | 1.6
COc1ccc2[nH]c(=O)c(CN(C)C(=O)c3cccs3)cc2c1 | 11 | -29 | -1 | -3 | 6 | -0.3 | 2 | -2.0 | 0.9
CCOC(=O)c1cc(CC)sc1NC(=O)Cc1ccccc1 | 1 | 55 | 5 | 5 | 8 | -0.5 | -2 | -1.0 | 1.5
CCCCn1c(=O)c(C(=O)c2ccccc2)nc2ccccc21 | -1 | 22 | 0 | 6 | 2 | -2.1 | -1 | 0.1 | -0.2
COc1ccc(NC(=O)/C=C/c2ccc(F)cc2)cn1 | 2 | -34 | 6 | -3 | 6 | 0.0 | -2 | -0.5 | 1.6
CC1(O)N(CCC(=O)Nc2cccc(F)c2)C(=O)OC12CCCCC2 (stereo unspecified) | 4 | -8 | 2 | -7 | 5 | 0.8 | -3 | 0.3 | -0.5
CN(C)CCCNc1oc(/C=C/c2ccccc2)nc1C#N | 44 | -48 | 16 | -10 | 10 | 0.9 | 5 | -1.4 | 0.7
O=C(NC1CCCc2ccccc21)C1CCN(S(=O)(=O)c2ccccc2)CC1 (stereo unspecified) | 1 | -25 | 5 | -2 | 9 | 1.7 | -2 | -1.0 | -0.2
Cc1ccc(-c2n[nH]c(=O)c3ccccc23)cc1S(=O)(=O)NCCN1CCOCC1 | 2 | 18 | 0 | -8 | 6 | -1.3 | -1 | 0.1 | -0.1
CCOC(=O)c1c(NC(=O)c2ccc(C)cc2)sc2c1CC(C)(C)OC2 | 0 | 28 | 0 | -3 | 10 | -0.1 | 1 | -1.7 | 1.3
COC(=O)c1ccc(C2C(C(=O)c3cc4ccccc4o3)=C(O)C(=O)N2CCCN(C)C)cc1 (stereo unspecified) | -1 | 21 | 0 | -3 | 21 | -0.5 | 1 | 1.1 | -0.2
C=C(C)C(=O)Nc1cccc(C2=NOC3(C2)C[C@@H](C(N)=O)N(C(=O)/C(C)=C/C)C3)c1 (stereo partly specified) | 23 | 9 | 2 | nt | 17 | 3.9 | 4 | nt | -0.1
CCOC(=O)CSc1nc2c(c(=O)[nH]c(=O)n2C)n1CCc1ccccc1 | 1 | 5&-1 | 1 | -6 | 12&17 | -2.3 | 0 | -0.5 | -0.1
CCCn1c(C)cc(C(=O)CSc2nc3ccccc3c(=O)n2Cc2ccco2)c1C | 3 | -6 | 4 | -8 | 1 | 5.8 | -2 | -0.6 | 0.6
CNC(=S)N(Cc1cccs1)Cc1cc2cc(OC)c(OC)cc2[nH]c1=O | 3 | 17 | 6 | -3 | 15 | 1.3 | -4 | -0.7 | 0.6
CC(C)c1ccccc1NC(=O)CCc1nc2ccccc2s1 | 3 | 18 | -6 | -3 | 8 | 0.2 | 2 | 0.1 | 0.0
Cc1ccc(C(=O)O)cc1-c1ccc(/C=C2/NC(=O)N(c3ccccc3)C2=O)o1 | 13 | -27 | 39 | -5 | 14 | 1.9 | 12 | 0.9 | 0.1
Cc1cc(C(=O)OCC(=O)N(C)c2ccccc2)ccc1[N+](=O)[O-] | 20 | -51 | 1 | -2 | 7 | -1.0 | -1 | -0.6 | 9.1
c1ccc2c(c1)oc1c(NCc3ccc4c(c3)OCO4)ncnc12 | -3 | -52 | 1 | -11 | 26 | 1.5 | -2 | 0.4 | 3.2
O=C(COC(=O)C12CC3CC(CC(C3)C1)C2)NCCCc1ccccc1 | 0 | 9 | -4 | -8 | 5 | 2.8 | -3 | 0.1 | 1.3
Cc1cc(=O)[nH]c(Cc2ccc(OC(C)C)cc2)n1 | 0 | 18 | 2 | -7 | 11 | 0.7 | -2 | 0.2 | 0.2
O=C(Nc1ccc2c(c1)OCO2)c1cccc(F)c1 | -1 | -14 | 1 | -10 | 12 | -2.3 | -1 | 1.3 | -0.2
COc1cc(C)nc(Oc2ccc(=O)n(C)n2)n1 | 6 | 0 | 1 | -2 | 3 | -2.1 | -2 | 1.9 | -0.2
FC(F)(F)c1cccc(Cn2nnnc2-c2ccc(Cl)cc2)c1 | 2 | -15 | -9 | -3 | 4 | -3.1 | -3 | 0.6 | -0.2
Cc1ccc2oc(-c3ccc(C)c(NC(=S)NC(=O)c4cccs4)c3)nc2c1 | 4 | 20 | -4 | -5 | 9 | 1.6 | -2 | 0.5 | -0.1
Cc1cc2nc(C)n(CCCNC(=O)Nc3ccccc3)c2cc1C | 4 | -21 | 1 | -5 | 6 | -0.5 | 0 | -1.3 | 0.4
COc1ccc(NC(=O)c2ccc(NCC3CCCO3)c([N+](=O)[O-])c2)cc1 (stereo unspecified) | 21 | -39 | nt | 0 | 7 | 0.7 | nt | 0.2 | 0.8
CC1CCCN(c2ccc(/C=C(\C#N)c3nn(-c4ccccc4)c(N)c3C#N)cc2[N+](=O)[O-])C1 (stereo unspecified) | 1 | nt | -7 | -3 | 31 | -1.9 | nt | -1.6 | -0.1
CC(Sc1nncs1)C(=O)Nc1ccc2c(c1)OCO2 (stereo unspecified) | 15 | 13 | 0 | -2 | 6 | 0.4 | 1 | 0.2 | 0.2
O=C(CSc1cccc[n+]1[O-])Nc1ccc2c(c1)OCCO2 | 15 | 9 | 0 | -11 | 6 | 0.7 | -1 | 0.9 | 2.1
CNC(=O)NC(=O)COC(=O)CCCSc1nc2ccccc2s1 | 1 | -19 | 4 | -3 | 14 | 1.0 | -2 | 0.0 | 1.1
CCN(CC)S(=O)(=O)c1ccc(C(=O)Nc2ccc3c(c2)OCO3)cc1 | -30 | -7 | -4 | -6 | 11 | 1.2 | 0 | -0.9 | 8.8
CCCCCc1nnc(NC(=O)Cc2cccs2)s1 | 24 | -14 | -6 | -6 | 10 | 1.6 | -2 | 0.2 | -0.1
Cc1[nH]c2ccccc2c1C(c1ccccn1)N1CCC(C)CC1 (stereo unspecified) | 1 | -18 | -3 | -4 | 20 | -12 | -1 | 1.7 | 2.6
O=c1ccn(-c2ccccc2)[nH]1 | -5 | 36 | -2 | 7 | 5 | 0.1 | 1 | 1.9 | 0.2
O=C(CSc1nc(-c2ccc(F)cc2)nc2ccc(F)cc12)Nc1cccc(C(=O)O)c1 | 40 | 47 | -9 | -12 | 14 | -0.6 | -2 | -0.1 | 1.6
COc1ccc(Br)cc1/C=N/NC(=O)Cn1nnnc1N | 23 | -2 | 1 | -2 | 2 | -6.7 | -1 | 1.5 | 0.2
CCC(C)/C(C)=N/NC(=O)CSc1nc2ccccc2[nH]1 (stereo unspecified) | 4 | -11 | 1 | -4 | 7 | 1.1 | 7 | 1.2 | 0.0
O=C(NCCc1ccc(Cl)cc1)C1CCN(S(=O)(=O)c2cccc3nonc23)CC1 | -19 | -19 | -6 | -8 | 12 | -0.6 | 4 | -1.8 | -0.9
CCCc1nc(N2CCN(C)CC2)c2sc(=S)n(-c3ccccc3)c2n1 | -4 | 20 | 2 | -9 | 6 | 2.4 | -5 | 0.1 | 1.1
CCN(CC)C(=O)CSc1ncnc2sc(C)c(C)c12 | 10 | -3 | 1 | 8 | 2 | 0.4 | -1 | -0.2 | 0.2
CC(C)c1ccc(Nc2nc(Cl)nc(NCc3ccco3)n2)cc1 | 29 | -10 | 2 | -9 | 2 | -0.1 | 0 | 0.2 | 0.8
CCN(CC)c1ccc(/C=C(/C#N)C(=O)NC(C)C)o1 | 18 | -20 | -2 | -6 | 4 | -0.8 | -5 | -0.3 | 9.5
COc1ccc(C(=O)NCC(c2cccnc2)N2CCN(c3ccc(F)cc3)CC2)cc1OC (stereo unspecified) | 6 | 2 | -2 | 6 | 12 | 2.6 | 0 | -1.0 | 0.3
Cc1cc(NS(=O)(=O)c2ccccc2)cc(Cl)c1O | 0 | -13 | 2 | -3 | 4 | -1.6 | 23 | 2.0 | -0.3
C=CCc1ccccc1OCC(O)CN1CCN(Cc2ccc3c(c2)OCO3)CC1 (stereo unspecified) | 10&12 | -25&-39 | 0&-1 | -2&-4 | 1&3 | -1.3&0.8 | -2&2 | -0.8&-0.4 | -0.1&1.6

RBBP9 inh, what is marked active above
| molecule | Hck Nef HTS | EP2 modulator | Runt-SMMHC FRET | RBBP9 inh | Runt-CBFb FRET | PERK inhibitor |
| --- | --- | --- | --- | --- | --- | --- |
| COc1cc2[nH]c(=S)nc(Nc3ccc(NC(C)=O)cc3)c2cc1OC | 30 | 20 | 16 | 29* | 35 | 0.9 |
